Compound activity deposited in PubChem by School of Medicine, Indiana University.
FECH block – inhibitors of human ferrochelatase. purified FECH, Ni-mesoporphyrin absorbance 550 nm. calls only at 10 µM (by protocol). 3.3% of 20,000 active. AID 1671448;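 active means enzyme reaction rate more than 3 SD below the solvent-only control wells on the same plate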;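 further: lower slope than DMSO wells means FECH inhibition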
Target sequence (P22830 whole entry, looked up): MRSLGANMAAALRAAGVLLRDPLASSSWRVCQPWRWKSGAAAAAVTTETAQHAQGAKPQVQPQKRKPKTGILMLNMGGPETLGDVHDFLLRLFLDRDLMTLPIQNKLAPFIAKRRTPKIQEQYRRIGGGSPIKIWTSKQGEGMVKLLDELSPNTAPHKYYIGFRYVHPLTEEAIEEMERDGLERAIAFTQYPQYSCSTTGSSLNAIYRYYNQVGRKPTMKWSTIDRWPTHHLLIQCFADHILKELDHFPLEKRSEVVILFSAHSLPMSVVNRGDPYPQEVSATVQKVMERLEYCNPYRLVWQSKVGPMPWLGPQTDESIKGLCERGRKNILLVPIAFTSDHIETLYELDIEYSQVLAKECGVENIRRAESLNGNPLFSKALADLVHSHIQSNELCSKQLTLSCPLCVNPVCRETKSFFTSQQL
Calls only; i = inactive; + = active, no number. Some of the compounds tested; the hit share may differ from the screen's.

SMILES	FECH block
CCc1[nH]c2ccc(CNc3ncc(F)c(N4CCOCC4)n3)cc2c1C	i
Cc1ccc(-c2nnc(-c3nc(NC4CCCCC4)c4ccccc4n3)o2)cc1	i
Cc1cccc(NC(=O)C(C)n2nc(-c3ccc(C)c(S(N)(=O)=O)c3)c3c(c2=O)CCCC3)c1 (stereo unspecified)	i
Cc1ccc(N2C(=O)CCS2(=O)=O)cc1S(=O)(=O)Nc1ccc(Br)cc1	i
COC(=O)c1cc2n(n1)CCCN(C(=O)CCN1CCCCO1)C2	i
COC(=O)c1scc(-c2ccccc2)c1S(N)(=O)=O	i
COc1ccc(Cl)cc1C(=O)Nc1cc(C)nn1-c1ncnc2c1cnn2-c1cccc(C)c1C	i
COCC1(NC(=O)Nc2nc(-c3ccccc3)ns2)CCCC1	i
Cc1cccc(Nc2nc(N3CCN(CCO)CC3)nc3c2cnn3-c2ccccc2)c1	i
Cc1cc(N2CCCC2)nc(Nc2ccc(NC(=O)c3c(F)cccc3F)cc2)n1	i
COc1ccc(N2C(=O)CCS2(=O)=O)cc1S(=O)(=O)Nc1ccc(NC(C)=O)cc1	i
CNC(=O)[C@@H]1C[C@H](N)CN1C(=O)Cn1c(C2CC2)nc2ccccc21	i
CCCc1nc2nc[nH]n2c(=O)c1NC(=O)Nc1ccccc1C	i
O=C(Cn1cccnc1=O)N1CC[C@@H](c2ccc3ccccc3c2)[C@H](O)C1	i
CCNC(=O)c1ccc(N2CCN(C3CCOCC3)CC2)nc1	i
Cc1cc(C)cc(NS(=O)(=O)c2cc(C(=O)N3CCCCC3)cs2)c1	i
CCCNCc1cccc(-c2ccc(C(N)=O)cc2)c1	i
C=CC[C@@H]1CC=C[C@@H](C)N1C(=O)C(=O)Nc1nnc(CC)s1	i
CCOc1ccc(-c2cc(C(=O)NCc3ccc(S(N)(=O)=O)cc3)no2)cc1	+
CCC(CC)C(=O)Nc1ccc(Nc2nc(C)cc(N(C)C)n2)cc1	i
COc1ccc(OC)c(CC(=O)N[C@H]2C[C@H]3CN(C)CCN3C2)c1	i
O=C1Nc2ccccc2C12CCCN(c1nc(-c3ccccc3)no1)C2 (stereo unspecified)	i
Cc1cc(NCc2ccccc2C)n2nc(-c3cccnc3)nc2n1	i
Cc1nccn1CC1CCCN(Cc2cnn(C)c2C2CC2)C1 (stereo unspecified)	i
O=C(c1csc(S(=O)(=O)NCc2cccnc2)c1)N1CCCC1	i
SMILES	FECH block
Cc1cc(C(=O)NCCN2CCCC(O)C2)c(NC(=O)C(C)(C)C)s1 (stereo unspecified)	i
CC(C)Cc1ccc(S(=O)(=O)NCCn2c(C(F)(F)F)nc3cccnc32)cc1	i
O=C(c1cn[nH]n1)N1CCCN(c2nc3ccc(Cl)cc3s2)CC1	i
CC(C)(C)CNC(=O)c1nc[nH]c1C(=O)N1CCCC1	i
CN(C)S(=O)(=O)N1CCC(c2nn(-c3ccccc3)c(=O)o2)CC1	i
CCCCN(Cc1ccsc1)C(=O)c1occc1C	i
CNc1nc(CN2CCOC(c3ccc(Cl)c(Cl)c3)C2)cs1 (stereo unspecified)	i
Cc1ccccc1Nc1nc(N2CCCC2)nc2c1cnn2-c1ccccc1	i
CCOc1ccc(-n2cnnc2)cc1-n1cccc1	i
COCCCNc1nc(Nc2cc(OC)ccc2OC)c2cnn(-c3ccccc3)c2n1	i
CN(Cc1ccccc1)Cc1cc(C(=O)NC2CC(=O)Nc3ccccc32)no1 (stereo unspecified)	i
Cc1ccc(-n2c(CN3CCN(S(=O)(=O)c4ccc5c(c4)CCC5)CC3)nc3cccnc32)cc1	i
Cc1cnc(NCCN2CCCCCC2)nc1N(C)C	i
COc1cc(-n2ccnc2-c2cc(C)c(C)o2)ccc1NC(C)=O	i
CCCN(Cc1ccsc1)C(=O)c1cc(C)c(C)c(S(N)(=O)=O)c1	i
CCN1CCc2c(sc(NC(=O)c3ccc(Br)s3)c2C(=O)OC)C1	i
CC(C)c1cc(CNC(=O)CSCc2ccccc2Cl)no1	i
Cc1nc2nc(CN(C(=O)CC(C)C)c3ccccc3)nn2c(C)c1Cl	i
Cc1ccc(-n2ncc3c(-n4nc(C)cc4NC(=O)c4ccc(C)c(C)c4)ncnc32)c(C)c1	i
CCCn1ncc2[nH]c(-c3c(OC)ccc4ccccc34)nc21	i
CCc1ccc(CN2CCCC(CNC(=O)c3ccncn3)C2)nc1 (stereo unspecified)	i
Cc1ccc2nc(CN(C)c3ncnc4c3CCN(C(=O)C3CC3)C4)[nH]c2c1	i
Cc1[nH]cnc1CN(C)CCN(C)C1CCCC1	i
COc1ccc(OC)c(CNC(=O)c2nc(N3CCCC3)c3oc4ccccc4c3n2)c1	i
Cc1ccc(S(=O)(=O)NCc2nc3cccnc3n2C2CC2)cc1C	i
SMILES	FECH block
CCC(C)NC(=O)Cn1c(=O)n(CC2CCC(C(=O)NC)CC2)c(=O)c2sccc21 (stereo unspecified)	i
CN(C)C(=O)c1ccc2c(c1)N(CC(=O)N1CCN(c3ccccc3)CC1)C(=O)C1CCCCN21 (stereo unspecified)	i
CC(C)n1ccnc1CN1CCOc2c(O)cc(-c3cccc(Cl)c3)cc2C1	i
O=C(c1cc(=O)n(-c2ccccc2)[nH]1)N1CCCC(c2ccn[nH]2)C1 (stereo unspecified)	i
CCOC(=O)c1c(NC(=O)C2CC2)sc2c1CCN(Cc1ccccc1)C2	i
COc1ccc(Cl)cc1C(=O)Nc1cc(N2CCCS2(=O)=O)ccc1C	i
COc1ccc(Nc2cc(C)nc(N3CCN(S(=O)(=O)c4cc(OC)c(C)cc4C)CC3)n2)cc1	i
CCN(CCCNS(=O)(=O)c1ccc2c(c1)NC(=O)CC(=O)N2)c1ccccc1	i
CCc1ccc(CNC(=O)c2nc(N3CCCCCC3)c3oc4ccccc4c3n2)cc1	i
COc1ccc(N2CCCS2(=O)=O)cc1NC(=O)c1ccc(C(C)(C)C)cc1	i
CCC(=O)N1CCCC1c1nc(CC(C)C)nn1-c1ccccc1F (stereo unspecified)	i
Cc1ccc(CN2CCCN(CC(=O)NCCc3ccccc3)S2(=O)=O)cc1	i
COCCN1CCC(C(=O)NCc2nc(C)c3c(n2)CCCC3)C1 (stereo unspecified)	i
COc1ccc(Nc2nc(NCCCOC(C)C)nc3c2cnn3-c2ccccc2)cc1	i
Cc1cccc(CNCC2(O)CCCN(Cc3ccc(C(C)C)cc3)C2=O)n1 (stereo unspecified)	i
COc1ccc(S(=O)(=O)N2CCC(n3c(C(F)(F)F)nc4cccnc43)CC2)cc1	i
CNS(=O)(=O)c1ccc(CCc2nn3c(C(C)C)nnc3s2)cc1	i
Cc1nn(C)c(C)c1-c1ccnc(NCc2ccc3c(c2)n(C)c(=O)n3C)n1	i
Cc1cccc(C)c1C(=O)N1CC[C@@](C)(O)[C@@H](Cc2ccccc2)C1	+
Cc1ccc(Nc2nc(NCc3cccnc3)nc3c2cnn3-c2ccccc2)cc1	i
Cc1nn(C)c(C)c1C(C)NC(=O)c1cc(-c2ccc(O)cc2)n[nH]1 (stereo unspecified)	i
Cn1nc(CN2CCN(C(=O)c3ccccc3)CC2)c2c(Cl)cccc21	i
CN(Cc1ccccc1CN1CCCC1)C(=O)c1cn(-c2ccccc2)nn1	i
COc1ccc(C(=O)Nc2cc(C)nn2-c2ncnc3c2cnn3-c2cccc(Cl)c2)cc1OC	i
O=C(c1ccc(Cn2cccn2)o1)N1CC(c2ccncc2)C1	i

Entries shown so far that contain an aryl methoxy group, in the order listed:
SMILES	FECH block
COc1ccc(Cl)cc1C(=O)Nc1cc(C)nn1-c1ncnc2c1cnn2-c1cccc(C)c1C	i
COc1ccc(N2C(=O)CCS2(=O)=O)cc1S(=O)(=O)Nc1ccc(NC(C)=O)cc1	i
COc1ccc(OC)c(CC(=O)N[C@H]2C[C@H]3CN(C)CCN3C2)c1	i
COCCCNc1nc(Nc2cc(OC)ccc2OC)c2cnn(-c3ccccc3)c2n1	i
COc1cc(-n2ccnc2-c2cc(C)c(C)o2)ccc1NC(C)=O	i
CCCn1ncc2[nH]c(-c3c(OC)ccc4ccccc34)nc21	i
COc1ccc(OC)c(CNC(=O)c2nc(N3CCCC3)c3oc4ccccc4c3n2)c1	i
COc1ccc(Cl)cc1C(=O)Nc1cc(N2CCCS2(=O)=O)ccc1C	i
COc1ccc(Nc2cc(C)nc(N3CCN(S(=O)(=O)c4cc(OC)c(C)cc4C)CC3)n2)cc1	i
COc1ccc(N2CCCS2(=O)=O)cc1NC(=O)c1ccc(C(C)(C)C)cc1	i
COc1ccc(Nc2nc(NCCCOC(C)C)nc3c2cnn3-c2ccccc2)cc1	i
COc1ccc(S(=O)(=O)N2CCC(n3c(C(F)(F)F)nc4cccnc43)CC2)cc1	i
COc1ccc(C(=O)Nc2cc(C)nn2-c2ncnc3c2cnn3-c2cccc(Cl)c2)cc1OC	i

(continued)
SMILES	FECH block
CC(=O)c1cc(CN2CCCCC2c2nc3ccc(F)cc3[nH]2)cs1 (stereo unspecified)	i
O=C1CC(c2ccccc2)=Nc2ccccc2N1	i
Cc1ccc(CN2CCN(CC(=O)Nc3ccc(C)cc3C)S2(=O)=O)cc1	i
CC(C)Cc1ncc2c(n1)CN(C(=O)c1cccc(-c3ccco3)c1)C2	i
Cc1ccc(OCCN(C)C(=O)C2(S(=O)(=O)c3ccccc3)CC2)c(C)c1	i
Cc1ccn2c(=O)cc(COc3cccc(NC(=O)COc4ccc(Cl)cc4)c3)nc2c1	i
CS(=O)(=O)Cc1ccc(N2CCC(N3CCCC3=O)CC2)nc1	i
CCCc1cc(C(=O)N2CCNCC2C(=O)NCc2ccccn2)ccn1 (stereo unspecified)	i
CN1CCOC(CCNC(=O)Cc2ccc3c(c2)NC(=O)CO3)C1 (stereo unspecified)	i
CCn1nc(-c2nc3c([nH]2)CC(C)(C)CNC3=O)c2ccccc21	i
COc1ccccc1-c1nc(CSc2nc3c(c(=O)[nH]2)CCCC3)c(C)o1	i
COc1cccc(CN2CCCC(O)(CNCC(F)F)C2=O)c1OC (stereo unspecified)	i
NCC1Cc2cc(-c3ccc(Cn4ccnc4)cc3)cc(F)c2O1 (stereo unspecified)	i
CCOC(=O)c1c(NC(=O)c2sc3ccccc3c2Cl)sc2c1CCN(C)C2	i
COc1ccc(Nc2cc(C)nc(N3CCN(S(=O)(=O)c4cc(C)c(OC)cc4C)CC3)n2)cc1	i
CCCCN1C(=O)CSc2c(c3ccccc3n2C)C1C(=O)NCCC(C)C (stereo unspecified)	i
Cc1cc(NS(=O)(=O)c2cc(C(=O)N3CCCC3)cs2)no1	i
NS(=O)(=O)c1ccsc1C(=O)N1CCC2(CCCO2)CC1	i
Cc1ccc(-c2cc(Nc3ccc(Nc4ccccc4)cc3)nc(C)n2)cc1	i
COc1ccccc1CN(Cc1cccc(C)c1)C(=O)CC1CCC(=O)N1 (stereo unspecified)	i
CCOc1ccc(S(=O)(=O)N2CCN(c3cc(-c4ccc(OC)cc4)ncn3)CC2)cc1	i
Cc1ccc(S(=O)(=O)N2CCN(c3cc(-c4cccc(F)c4)ncn3)CC2)cc1C	i
COCc1nc2cccnc2n1C1CCN(S(=O)(=O)c2cccc3nsnc23)CC1	i
Cc1cc(Nc2ccc(OC(=O)C(C)C)cc2)n2nc(-c3cccnc3)nc2n1	i
CN(CCOc1ccccc1)C(=O)c1c[nH]c(=O)[nH]c1=O	i
SMILES	FECH block
O=C(c1ccccc1Oc1ccccc1)N1CCCC(O)(CO)C1 (stereo unspecified)	i
CN1CC2(CCN(C(=O)CCc3cccnc3)C2)OC1=O (stereo unspecified)	i
Cc1ccc(CN2CCC(CNC(=O)CNC(N)=O)C2)c(C)c1F (stereo unspecified)	i
COc1ccc(C)cc1S(=O)(=O)N1CCN(c2nc(C)cc(Nc3ccc(C)cc3)n2)CC1	i
Cc1nc2nc(N(Cc3cccc(F)c3)S(=O)(=O)c3ccc(Cl)cc3)nn2c(C)c1Cl	i
CCNC(=O)C1CCN(C(=O)c2coc(COc3ccc4ncccc4c3)n2)C1 (stereo unspecified)	i
COc1ccc(C(C)N(C)Cc2ccco2)cc1 (stereo unspecified)	i
NC(=O)c1cccc(CC2CCN(C(=O)Cc3cccnc3)C2)c1 (stereo unspecified)	i
Cc1nc(C(C)C)ncc1C(=O)N1CCN(Cc2ccccc2CO)CC1	i
O=C(NCCCN1CCc2ccccc2C1)C1CCCN1c1nnc(N2CCCC2=O)s1 (stereo unspecified)	i
COC(=O)c1sc(NC(=O)CN2CCCC2Cn2cccn2)nc1C (stereo unspecified)	i
CC1=NC2(CCN(C(=O)c3coc(COc4cccc(F)c4)n3)CC2)C(=O)N1	i
COc1cc(NC(=O)CNCCN2CCOC2=O)ccc1Cl	i
CC(=O)c1ccc(NC(=O)CN2CCCN(Cc3cccc(C)c3)S2(=O)=O)cc1	i
CCCc1ncncc1C(=O)N1Cc2cnc(CC)nc2C1	i
CCCc1cn(CC2CCN(C(=O)Nc3ccc4c(c3)OCO4)CC2)nn1	i
CC(C)Oc1cc(N[C@H]2CCCC[C@@H]2O)nc(N)n1	i
CCOCCCNC(=O)CN1c2ccc(CC)cc2-c2ccccc2S1(=O)=O	+
CC(C)N1CCn2nc(C(=O)NCc3ccccc3-n3ccnc3)cc2C1	i
COc1ccc(NC(=O)N2CCC3(CCCN(C)C3=O)C2)cc1OC (stereo unspecified)	i
Cn1c(=O)c(C(=O)NCc2ccc3c(c2)OCO3)nc2ccccc21	i
CCc1cc(Sc2ccccc2NC(=O)COc2ccc(Cl)cc2)n2nc(C)nc2n1	i
Cc1cc(N2CCCC2)nc(Nc2ccc(NC(=O)c3c(F)cccc3Cl)cc2)n1	i
CC(c1cccnc1)N(C)C(=O)Cn1ccc(=O)c2ccccc21 (stereo unspecified)	i
COCC(NC(=O)c1cc(C)nc2c(C)cccc12)c1ccnn1C (stereo unspecified)	i
CCCc1c(C)nc2ncnn2c1Sc1ccc(NC(=O)c2cccc(Cl)c2)cc1	+
Cc1ccc(NC(=O)C2CCN(c3ncnc4c3nc3n4CCCCC3)CC2)cc1C	i
O=c1c2cc(F)ccc2ncn1CCOCCO	i
COCCCNC(=O)c1ccc(CN2C(=O)CCn3nc(-c4ccc(OC)cc4)cc32)cc1	i
